# OPRM1-OPRD1 ag = OPRM1-OPRD1 heterodimerization agonism; P35372+P41143; cells, luminescence; activation, % at 9.3 µM; 340,000 tested, 0.3% active; in the data active = activation above about 18%;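 note: 0% = vehicle-treated cells and 100% = reference agonist; values of inactives mirror those of a sister screen read the other way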
# Target sequence (P35372 whole entry, looked up): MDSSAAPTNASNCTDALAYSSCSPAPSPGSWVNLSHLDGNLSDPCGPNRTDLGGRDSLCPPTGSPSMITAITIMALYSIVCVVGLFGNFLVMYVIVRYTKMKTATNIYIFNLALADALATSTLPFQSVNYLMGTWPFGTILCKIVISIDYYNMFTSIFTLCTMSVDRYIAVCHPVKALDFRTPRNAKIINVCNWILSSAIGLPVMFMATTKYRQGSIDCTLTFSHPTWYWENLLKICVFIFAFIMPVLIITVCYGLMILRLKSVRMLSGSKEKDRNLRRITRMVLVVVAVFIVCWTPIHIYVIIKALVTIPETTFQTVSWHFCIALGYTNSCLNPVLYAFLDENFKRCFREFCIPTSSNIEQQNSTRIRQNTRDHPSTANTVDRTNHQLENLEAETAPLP
# Target sequence (P41143 whole entry, looked up): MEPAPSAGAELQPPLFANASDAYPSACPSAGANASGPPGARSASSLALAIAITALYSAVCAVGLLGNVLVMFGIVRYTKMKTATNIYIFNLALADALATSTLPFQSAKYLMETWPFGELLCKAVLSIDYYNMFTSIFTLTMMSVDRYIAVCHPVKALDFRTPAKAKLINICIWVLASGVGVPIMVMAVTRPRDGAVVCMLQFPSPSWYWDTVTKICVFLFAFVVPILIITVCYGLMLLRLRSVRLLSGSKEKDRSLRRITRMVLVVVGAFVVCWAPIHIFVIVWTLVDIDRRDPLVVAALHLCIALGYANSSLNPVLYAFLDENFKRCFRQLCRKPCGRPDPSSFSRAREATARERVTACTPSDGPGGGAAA
# DSG3 Ab inh = blocks pemphigus antibody binding to human desmoglein-3 | P32926 | DSG3-coupled beads, scFv-anti-DSG3-GFP binding, flow cytometry; active compounds read low | binding (percent of control), % at 10 µM | 310,000 tested, 0.48% active;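 active = binding more than 3 SD below its plate's average and above zero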;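 note: hits lower antibody fragment binding to DSG3; some compounds called inactive have numbers as strong as hits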
# OPRM1-OPRD1 inv = inverse agonist of human OPRM1-OPRD1 heterodimerization. P35372+P41143. cell-based MOR-DOR heterodimer luminescence, inverse agonism. inhibition, % at 9.3 µM. 340,000 tested, 0.21% active. AID 504357; in the data active = inhibition above about 22%, passing the limit was not always enough;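 note: 0% = cells with DMSO and 100% = wells without cells with DMSO; values of inactives mirror those of a sister screen read the other way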
# Wnt act = activators of Wnt/beta-catenin signaling; Wnt/beta-catenin reporter cell assay, activator, plate reader; activation, % at 9.35 µM; 300,000 tested, 1.2% active; in the data active = activation above about 30%, passing the limit was not always enough;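 note: 0% = neutral control wells and 100% = positive control wells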
# V-ATPase pHluor = yeast V-ATPase proton transport regulation by pHLuorin; AID 504577; S. cerevisiae, pHLuorin cytosolic pH fluorescence; 350,000 tested, 0.37% active; response, % at 10 µM; in the data active = response mostly above about 7.3%, no sharp cut-off; inactive = mostly below about 5.4%; note: actives read high; inactives centre near 0; some compounds called inactive have numbers as strong as hits; reference of the scale not given here
# Cardiac RTF inh = cardiac RTF calcium desensitization; P19429+P45379; IANBD-labeled cardiac RTF, Ca2+ fluorescence; inhibition, % at 7.15 µM; 340,000 tested, 0.12% active;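 active = inhibition above the mean inhibition of all tested compounds plus 3 SD, cut at about 17% in these data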;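 note: assay run at fixed EC70 calcium of 1.6 mM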
# C-LANA FP = blocks KSHV LANA C-terminal domain binding to DNA; MBP-C-LANA/FAM-LBS DNA binding, fluorescence polarization; 340,000 tested, 0.078% active; AID 504423; inhibition, % at 9 µM;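 active = highest replicate inhibition at or above 60% at 9 µM, even if other replicates fall short; inactive = all replicates below 60% inhibition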;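 note: 0% = neutral control wells and 100% = 4 µM acridine orange control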
# Arr AP2 block = blocks beta-arrestin peptide binding to AP2 adaptin; FITC-arrestin peptide / GST-AP2 beads, flow cytometry; AP2 beta2 appendage carries R879A mutation; inhibition, % at 10 µM; 340,000 tested, 0.31% active;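 active = inhibition above a set limit, near 3 SD of compounds lacking own fluorescence, cut at about 54% in these data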;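 note: plate controls were DMSO wells for no effect and 5 µM unlabelled arrestin peptide for full effect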
#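 system = GST-tagged AP2 beta2-adaptin appendage (R879A) on 4 µm glutathione beads | reagent = FITC-labelled arrestin peptide probe, 50 nM final | schedule = compound with beads 12 min RT, then probe 1 h RT | signal = HyperCyt-sampled flow cytometry, FL1 channel, ex 488/em 535 nm | read-out = percent response from loss of bead-bound FITC fluorescence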
# Keap1 Nrf2 FP = inhibitors of human Keap1-Nrf2 protein-protein interaction. Keap1 Kelch-Nrf2 peptide fluorescence polarization, 1536-well. 340,000 tested, 0.15% active. Q14145. AID 504523. inhibition, % at 9.4 µM; in the data active = inhibition above about 12%;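 note: human Keap1 Kelch domain with fluorescein labeled Nrf2 9mer peptide probe; 0% = neutral control wells and 100% = peptide positive control; higher means more block of Keap1 binding to Nrf2 peptide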
# RTF Ca sens act = cardiac RTF calcium sensitization; P19429+P45379; IANBD-labeled TnC RTF fluorescence at EC20 calcium; 0% EC20 calcium, 100% full calcium; activation, % at 7.2 µM; 340,000 tested, 0.24% active; AID 493008;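 active = activation above the mean over all tested compounds plus 3 SD, cut at about 30% in these data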;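 note: rise in fluorescence read as greater calcium sensitivity of cardiac thin filaments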
# Numbers without * were called inactive; / = no result given.
SMILES,OPRM1-OPRD1 ag,DSG3 Ab inh,OPRM1-OPRD1 inv,Wnt act,V-ATPase pHluor,Cardiac RTF inh,C-LANA FP,Arr AP2 block,Keap1 Nrf2 FP,RTF Ca sens act
O=C(/C=C/Nc1ccc(F)cc1F)c1cccs1,3.7,105,-16,13,1,-1,1.1,-6,3,-3
O=C(CN1CCCCCC1)Nc1cccc2c1OCO2,-0.3,88,2,/,1,-18,1.1,2,-4,9
O=[N+]([O-])c1cc(Cc2ccccc2)cc(C=Nc2ccc(N3CCOCC3)cc2)c1O,1.5,124,-8,/,7,21*,-0.2,19,0,-13
O=C(CSc1n[nH]c(-c2cccnc2)n1)Nc1ccccc1C(F)(F)F,-0.2,113,2,-2,1,-1,2.1,-1,-9,0
O=C(O)CC(NC(=O)C(c1ccccc1)c1ccccc1)c1ccco1 (centres undefined),-0.5,108,3,/,0,0,0.0,1,-1,8
Cc1cc(NS(=O)(=O)c2ccc(NC(=O)CSc3nnc(-c4ccco4)n3N)cc2)nc(C)n1,-0.1,103,1,-4,0,4,-1.5,11,-2,-7
CCN(CC(=O)Nc1cc(Cl)ccc1C)C(=O)COc1ccccc1F,-1.7,99,9,0,2,1,-1.1,45,0,0
COc1ccc(N2CCN(S(=O)(=O)c3ccc(OC)c(C(=O)N4CCOCC4)c3)CC2)cc1,-2.3,114,12,-2,-4,6,0.8,-2,0,-3
COC(=O)C1=C(C)NC(c2c(O)ccc3ccccc23)C(C(=O)OC)=C1C (centres undefined),-1.1,88,7,0,-3,0,0.4,-2,2,-9
CC1C(=O)C(C)C(c2ccc(Br)cc2)NC1c1ccc(Br)cc1 (centres undefined),1.6,87,-8,-1,2,-1,-0.3,4,-4,-3
COc1ccc(NC(=O)COC(=O)CCC2CCCC2)c(OC)c1,-0.3,/,1,7,-1,-1,-1.1,1,2,1
O=C(O)c1cc(-c2ccc3c(c2)OCO3)nc2ccc(Cl)cc12,-1.9,104,11,16,-7,-2,1.3,20,0,0
COC(=O)c1ccccc1NC(=O)Cn1nnc(-c2ccc3c(c2)OCO3)n1,-2.0,107,8,-1,-1,3,0.4,5,5,-3
CCCn1c(N)c(Sc2ccccc2)c(=O)n(CCC)c1=O,-1.5,103,8,/,6,-9,-1.5,-3,-5,5
COc1ccc(C)cc1NC(=O)Cn1cnnn1,-2.8,103,15,-2,1,-2,1.8,39,1,-2
CCCC(=O)Nc1ccc(NC(=O)c2ccccc2OC)cn1,-1.8,103,10,/,0,-9,-0.1,-11,-3,6
O=C(O)C1CCN(S(=O)(=O)/C=C/c2ccccc2)CC1,-2.3,126,11,-6,5,-11,-0.9,-4,-2,0
CC(C)N1C(=O)C(=O)N(CC(=O)N(C)c2ccccc2)C1=O,0.0,101,0,-6,0,4,2.6,-18,2,-2
O=C(Nc1ccc(C(=O)N2CCCC2)cc1)c1ccc2c(c1)OCO2,0.2,108,-1,6,-1,-7,-0.1,-7,-4,8
CC1=C(C(=O)Nc2cccnc2)C(c2ccc3c(c2)OCO3)C2=C(CCCC2=O)N1 (centres undefined),-0.1,103,0,/,-3,8,-0.2,-6,0,8

# Ordered by formula weight (lowest first): 3 of the compounds above.
SMILES,OPRM1-OPRD1 ag,DSG3 Ab inh,OPRM1-OPRD1 inv,Wnt act,V-ATPase pHluor,Cardiac RTF inh,C-LANA FP,Arr AP2 block,Keap1 Nrf2 FP,RTF Ca sens act
CCCn1c(N)c(Sc2ccccc2)c(=O)n(CCC)c1=O,-1.5,103,8,/,6,-9,-1.5,-3,-5,5
CCN(CC(=O)Nc1cc(Cl)ccc1C)C(=O)COc1ccccc1F,-1.7,99,9,0,2,1,-1.1,45,0,0
COc1ccc(N2CCN(S(=O)(=O)c3ccc(OC)c(C(=O)N4CCOCC4)c3)CC2)cc1,-2.3,114,12,-2,-4,6,0.8,-2,0,-3

# Continued.
SMILES,OPRM1-OPRD1 ag,DSG3 Ab inh,OPRM1-OPRD1 inv,Wnt act,V-ATPase pHluor,Cardiac RTF inh,C-LANA FP,Arr AP2 block,Keap1 Nrf2 FP,RTF Ca sens act
COc1cc(C(=O)OCCNC(=O)c2cccnc2)cc(OC)c1OC,0.3,94,-1,0,9,-18,-1.1,58*,-1,-2
CC(=O)c1cccc(NC(=O)COC(=O)CCC(=O)c2cccs2)c1,-0.6,98,4,-2,-2,-6,-1.4,-11,0,8
CN1C(=O)CC(N2CCN(c3ccccn3)CC2)C1=O (centres undefined),-2.6,100,13,-5,3,-5,-0.1,-5,-1,1
CCOC(=O)N1CCN(C(=O)CS(=O)(=O)Cc2nc(-c3cccc(OC)c3)oc2C)CC1,-1.4,102,7,-1,2,-8,1.2,-13,-1,-5
O=C(Nc1cc(S(=O)(=O)Nc2ccc(Cl)cc2)ccc1N1CCCCC1)c1ccc(F)cc1,3.6,104,-18,0,0,-4,-2.1,0,-8,6
O=C(CCCO)NC1Cc2ccccc2C1,-3.5,/,17,2,-4,-10,1.2,8,-4,4
Cc1nn(-c2ccccc2)c(C)c1NC(=O)c1ccc(S(=O)(=O)N2CCCC2)cc1,3.8,104,-24,/,-1,-12,1.9,1,-7,8
CC(CCc1ccccc1)NC(=O)COC(=O)c1ccc(NC(=O)CC#N)cc1 (centres undefined),-2.4,100,11,-1,-2,-5,0.0,2,0,-1
c1ccc2c(c1)C(=Nn1cnnc1)c1ccccc1-2,-0.7,100,4,/,3,1,0.8,23,3,4
CCN(CC)S(=O)(=O)c1ccc2nc(SC)sc2c1,0.5,106,-3,/,0,-6,0.4,-14,-4,2
CCn1cc(C(=O)OCC(=O)Nc2cccc(C)c2)c(=O)c2ccc(C)nc21,0.4,110,-2,1,-3,-9,-1.2,51,4,-9
C=CCn1c(-c2ccc(Cl)cc2)cnc1SC(C)C(=O)NC(N)=O (centres undefined),-1.0,116,5,0,2,6,2.3,1,-1,13
NC(=O)c1cccc2cc3ccccc3cc12,1.8,105,-10,0,0,-8,-0.3,-7,-4,5
NC(=S)N/N=C/c1ccc(-c2ccc(SC(F)F)cc2)o1,0.1,97,0,23,1,-4,-1.0,39,-2,-2
Cn1cccc1C(=S)N1CCOCC1,-2.8,97,17,/,-6,-5,0.8,4,-1,3
O=C(Nc1c(-c2ccccc2)nc2ccccn12)c1ccccc1F,-1.1,98,5,1,-2,-1,/,-10,/,-6
COc1ccccc1OCCNC(=O)c1ccccc1OCc1c(C)noc1C,-1.6,/,6,-5,-2,-6,1.0,18,0,-4
O=C(NCc1ccccn1)c1n[nH]c(=O)c2ccccc12,-0.9,101,5,-2,2,-13,-0.4,1,-3,1
CN(C)c1ccc(C2CC(=O)C=C(Nc3ccccc3N)C2)cc1 (centres undefined),/,104,/,7,0,/,/,-16,/,/
Nc1cccc(C#Cc2ccc3c(=O)c4ccccc4oc3c2)c1,-0.3,107,2,-2,0,-19,-1.1,6,-5,6
CCc1nnc(NC(=O)c2cc(S(=O)(=O)N(CC)CC)ccc2Cl)s1,1.8,96,-10,-1,1,-1,1.7,28,0,-1
Fc1ccc(-c2csc(-c3ccncc3)n2)cc1,0.1,101,-1,7,1,-5,-7.6,4,1,-1
Cc1ccc(NC(=O)CC2C(=O)N(Cc3ccccc3)C(=S)N2NC(=O)c2cccc(F)c2)c(C)c1 (centres undefined),-1.5,90,7,/,-3,0,0.6,23,-2,-5
CCC(C)Nc1nnnc2c1sc1nc3c(cc12)COC(C)(C)C3 (centres undefined),-0.1,110,1,11,-5,-7,-1.6,10,-4,-2
CCCCOc1ccc(/C=C/C(=O)NC2=Nc3ccccc3NC(C)=C2C(=O)OCC)cc1OC,0.8,87,-5,16,4,-13,-4.2,2,0,1
CCOC(=O)c1oc2ccccc2c1CSc1nnnn1-c1ccc(C)cc1,-0.5,97,3,/,-4,3,-0.2,5,-3,3
Cc1ccc(CNC(=O)c2cn(C)c3ccc(S(=O)(=O)N4CCOCC4)cc3c2=O)cc1,-2.5,/,13,3,5,11,-1.3,-8,-1,-2
COc1cc([N+](=O)[O-])ccc1NC(=O)COC(=O)c1n[nH]c2ccccc12,2.5,85,-17,-2,-1,-2,-1.3,6,-2,16
CCc1cc(=O)oc2cc(C)cc(OC(C)C(=O)NCc3cccnc3)c12 (centres undefined),-0.7,91,3,0,-3,1,-2.4,7,-2,-2
CCOC(=O)N/N=C/c1cccnc1,-1.2,115,6,0,-5,-7,-1.4,-6,0,8
Cn1c(CNC(=O)C(C)(C)C)nc2ccccc21,-0.2,/,1,0,1,-21,-0.3,4,-1,8
COc1ccc(C(=O)Nc2ccc(C(=O)N3CCOCC3)cc2)cc1OC,-4.8,104,25,5,2,-5,0.0,-9,-5,-2
Cc1ccc(Cn2nc(C)c(NC(=O)CSc3n[nH]c(C)c3[N+](=O)[O-])c2C)cc1,-0.7,114,3,/,0,-5,-0.8,28,-1,0
COc1ccc(C(C(=O)NC2CCCC2)N(C(=O)c2ccoc2C)c2ccc(C)c(C)c2)cc1 (centres undefined),-0.8,96,6,-18,3,5,1.4,-1,-1,1
Cc1c(OCC(F)(F)F)ccnc1CS(=O)c1nc2ccccc2[nH]1 (centres undefined),-0.3,112,2,10,0,1,2.5,16,-9,4
Cc1ccc(C[n+]2ccccc2)cc1,-1.0,105,5,1,3,9,2.3,0,-5,4
O=C(Nc1ccccc1C(=O)O)c1ccc2ccccc2n1,-2.5,104,13,/,-2,-1,0.4,-6,-5,-1
O=C(Nc1ccc2c(c1)C(=O)NC2=O)c1cccc(C(F)(F)F)c1,-1.9,101,11,0,6,-3,0.6,4,1,-4
Cc1cc(C)cc(NC(=O)c2nccnc2C(=O)O)c1,-1.2,103,7,-2,-2,4,-0.1,1,-2,-4
COc1ccccc1N1CCN(C(=O)c2ccc(CN3CCOCC3)cc2)CC1,-2.4,100,12,-2,4,-1,0.6,16,2,-5
O/N=C/c1cn(-c2ccccc2)nc1-c1cccnc1,-1.2,103,6,0,1,-2,18,3,-3,-4
CCCCCOC(=O)Cn1c(=O)c2c(nc(N3CCOCC3)n2C)n(C)c1=O,-0.7,102,3,/,11,-4,-1.0,-2,-3,-2
CCOc1ccc(OCCCC(=O)N2CCN(S(=O)(=O)c3ccccc3C#N)CC2)cc1,-3.8,101,15,-1,-2,-1,-0.1,57*,0,-1
CN(CC(=O)N1CCCCC1)S(=O)(=O)c1ccc(Cl)cc1,-1.9,103,10,0,-2,-4,0.3,3,-2,-3
COc1cccc(CN2C(=O)NC3(CCCCCC3)C2=O)c1,-2.1,104,15,1,-1,-2,-1.0,1,-1,0
CCN(c1ccc(OC)cc1)S(=O)(=O)c1csc(C(=O)N2CCCC2)c1,-3.5,104,18,1,-2,-3,0.5,-4,1,0
O=C(COc1ccccc1[N+](=O)[O-])N(C1CCCCC1)C1CCS(=O)(=O)C1 (centres undefined),-0.2,99,1,-1,-1,-1,-1.6,17,-4,2
CCSc1nnc(NC(=O)COc2ccc3ccccc3c2)s1,-1.9,/,10,/,2,-2,-0.4,10,0,3
CCOC(=O)c1sc2ccc(S(=O)(=O)N3CCCCC3)cc2c1N,4.8,100,-25,/,3,-2,-0.4,7,-2,5
